# Screens: PubChem, National Center for Advancing Translational Sciences (NCATS)
# p53ts 32C kill: qHTS Screen for Compounds that Selectively Target Cancer Cells with p53 Mutations: Cytotoxicity of p53ts Cells at the Permissive Temperature; H1299-p53A138V at 32C, ATP luminescence viability, 24 h; Potency, µM (series often up to 46.1 µM), for inactives: at the highest dose activity change, negative = cytotoxicity, actives largely listed as cytotoxic; hit rate 0.93% among 130,000; AID 924, 2007;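 further: 0% = DMSO and -100% = full killing by reference compound; nearly all actives have a fitted effect of over 55% in size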
#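 H1299-p53 A138V cells (temperature-sensitive p53) exposed 24 h to up to 46 uM compound at 32C, where p53 is wild-type in conformation. Viability read as ATP luminescence and normalised to DMSO and 100 uM tamoxifen. AC50 fitted with the Hill equation.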
# Peg3 imprint: qHTS Assay for Compounds that Induce Erasure of Genomic Imprints; mouse ES Peg3-LacZ reporter, beta-gal luminescence, 40 h; hit rate 0.02% among 110,000; Potency, µM (titrated, usually from 60.7 µM), inactives show at the top dose activity change, positive = activation, hits mostly activators; AID 1948, 2009;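 further: 0% = negative control wells on the plate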
#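 Each well holds 300 Peg3LacZ-Neo (maternal) female ES cells incubated 40 h at 37C, 5% CO2. LacZ is measured by BetaGlo luminescence, with AC50 and maximum efficacy derived from dose-response curves.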
# IkB sig inh: IkB Signaling | Potency, µM (top dose mostly 57.1 µM), inactives show top-dose IkBa stabilization activation | hit rate 0.04% among 110,000 | ABC-DLBCL IkBa-CBG/CBR dual luciferase ratio, 4 h; response scale: scaled: untreated 0%, proteasome inhibitor 100%; active means well fitted curve in the direction sought with a large enough effect in the signal ratio, not every such curve was filed as active; inconclusive means small, poorly fitted or top-dose-only effect, or a change in a side signal; the % refers to the signal ratio;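 further: the direction sought is a rising ratio; 0% = basal untreated cells and 100% = reference inhibitor full response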
#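 In this assay, an IκBα–CBG68 fusion accumulates when IKK-driven degradation is blocked; native CBR normalizes for cell number. OCI-Ly3 cells were treated 4 h with compound and doxycycline, then green and red light read after Chroma-Glo addition.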
# p53ts 39C tox: qHTS Screen for Compounds that Selectively Target Cancer Cells with p53 Mutations: Cytotoxicity of p53ts Cells at the Nonpermissive Temperature; H1299-p53A138V viability at 39C, ATP luminescence, 24 h; Potency, µM (top dose mostly 46.1 µM), without a hit: at the top dose activity change, negative = cell killing, hits mostly cytotoxic; hit rate 1.5% among 130,000; further: nearly all actives have a fitted effect of over 55% in size
# * marks the source's active call; other numbers are inactive results; ? = inconclusive; · = not tested or not shown; [ ] = dose if it differs, or a comment. Unless noted, the call rests on the fitted dose curve; in most records, active means well fitted curve in the direction sought with a large enough effect; inconclusive means small, poorly fitted or top-dose-only effect, or another doubt; inactive means no such curve, though single readings can be large; an effect the other way counts as inactive or inconclusive. Unless noted, on the % scale 0 is the no-effect control and ±100 the full control effect; potency means the concentration at half of the fitted maximal effect.
SMILES,p53ts 32C kill,Peg3 imprint,IkB sig inh,p53ts 39C tox
O=S(=O)(CCN(CCS(=O)(=O)C(F)(F)F)CC1CCCO1)C(F)(F)F (stereo not drawn),-2%,-1%,?,-7%
COc1ccc(C(=O)Nc2nnc(C(F)(F)F)s2)cc1,?,·,?,?
Cc1cc(C(=O)NCc2cccs2)cs1,-5%,-6%,1.2%,3%
CCc1c2c(nc3c(C(C)C)cccc13)-c1cccc(=O)n1C2,1%,-14%,·,?
CCCC(c1nnnn1C(C)(C)CC)N(Cc1ccco1)Cc1cc2ccc(OC)cc2[nH]c1=O (stereo not drawn),23%,-31%[inhibitor],?,15%
CSc1ccccc1NC(=O)CCS(=O)(=O)c1nc(-c2cccs2)cc(C(F)(F)F)n1,?,-9%[10.9 µM],?,?
Cc1ccc(NC(=O)c2nnn(-c3cc(C)cc(C)c3)c2N)cc1,0%,-22%,1.2%,-12%
CN(C(=O)Nc1ccccc1)C1CCS(=O)(=O)C1 (stereo not drawn),5%,·,·,12%
CCOC(=O)c1cc2c(=O)n3ccccc3nc2n(CCCOC)c1=NC(=O)c1c(-c2ccccc2Cl)noc1C,7%,-6%[10.9 µM],-4.0%,-14%
COc1cc(OC)c2c(c1Cl)OC1(C2=O)C(O)=CC(=O)CC1C (stereo not drawn),7%,-10%,·,0%
Cc1oc(-c2cccc(Cl)c2)nc1CN1CCCC(C(=O)NCc2ccc(F)cc2)C1 (stereo not drawn),0%,-14%[10.9 µM],?,?
CC1(C)[C@@H](CC(=O)O)CCC[C@@H]1CC(=O)O,-4%[9.22 µM],-15%[10.9 µM],-0.3%[11.4 µM],-1%[9.22 µM]
CCOC(=O)Cc1csc(Nc2c(C)n(C)n(-c3ccccc3)c2=O)n1,3%,-10%,0.2%,1%
CCCC(=O)N1CCN(c2ccc(NC(=O)c3ccc(Br)o3)cc2)CC1,4%,-19%,0.4%,8%
CCn1c(SCC(=O)Nc2cc(C)on2)nc2sc(C)c(C)c2c1=O,-14%,-1%,-2.2%,-5%
CCS(=O)(=O)N1CCc2cc(C(=O)Nc3cccc(Cl)c3C)ccc21,-2%,-19%[10.9 µM],?,-4%
CCOC(=O)N1CCN(c2nc3c(c(=O)[nH]c(=O)n3C)n2Cc2ccccc2Cl)CC1,10%,-4%,-0.8%,15%
Cc1cc(NS(=O)(=O)c2cn(C)c(C)n2)ccc1Br,7%,-4%[10.9 µM],-1.5%,5%
O=C1c2ccccc2C(=O)N1CCCC(=O)N1CCc2ccccc21,3%,3%,0.4%,10%
Cc1nn(-c2ccc(F)cc2)c(-n2cccc2)c1C(=O)NCCCN1CCN(c2cccc(Cl)c2)CC1,-1%,-14%[10.9 µM],-1.3%,?
O=C(c1cc(-c2cccc(Cl)c2)on1)N1CCN(c2ccccc2)CC1,9%,-4%[10.9 µM],?,-11%
CCOC(=O)C1CCN(C(=O)Cn2cc3c(n2)CCC(C)C3)CC1 (stereo not drawn),6%,-12%,0.5%,10%
Cc1cc(-c2ccc(N3C(=O)CCC3=O)c(C)c2)ccc1N1C(=O)CCC1=O,?,-15%,0.4%,-4%
Cc1cc(S(=O)(=O)NCCN2CCOCC2)c(C)s1,3%,-8%,4.2%,2%
Cn1c(N)c(C(=O)CSc2ccc3c(c2)OCCO3)c(=O)n(C)c1=O,-17%,-16%,1.6%,-19%

# Entries of single compounds from above. Order of values: p53ts 32C kill, Peg3 imprint, IkB sig inh, p53ts 39C tox
# Cc1nn(-c2ccc(F)cc2)c(-n2cccc2)c1C(=O)NCCCN1CCN(c2cccc(Cl)c2)CC1 is listed as -1%, -14%[10.9 µM], -1.3%, ?
# Cc1cc(-c2ccc(N3C(=O)CCC3=O)c(C)c2)ccc1N1C(=O)CCC1=O is listed as ?, -15%, 0.4%, -4%
# Cc1cc(C(=O)NCc2cccs2)cs1 is listed as -5%, -6%, 1.2%, 3%
# CCc1c2c(nc3c(C(C)C)cccc13)-c1cccc(=O)n1C2 is listed as 1%, -14%, ·, ?
# CCOC(=O)c1cc2c(=O)n3ccccc3nc2n(CCCOC)c1=NC(=O)c1c(-c2ccccc2Cl)noc1C is listed as 7%, -6%[10.9 µM], -4.0%, -14%

# A second format for 2 compounds above:
structure	p53ts 32C kill	Peg3 imprint	IkB sig inh	p53ts 39C tox
COc1cc(OC)c2c(c1Cl)OC1(C2=O)C(O)=CC(=O)CC1C (stereo not drawn)	7%	-10%	·	0%
Cc1oc(-c2cccc(Cl)c2)nc1CN1CCCC(C(=O)NCc2ccc(F)cc2)C1 (stereo not drawn)	0%	-14%[10.9 µM]	?	?

# (list continues)
SMILES,p53ts 32C kill,Peg3 imprint,IkB sig inh,p53ts 39C tox
COc1ccccc1NC(=O)CN1CCN(CC(=O)Nc2ccc(OCc3ccccc3)cc2)CC1,-2%,-22%,?,-15%
O/N=C(/CN(O)/C=C1/C=CC=N1)c1cccs1,4%,-6%,0.8%,1%
COc1ccc(CCNC(=O)c2ccc(NS(=O)(=O)c3c(C)noc3C)cc2)cc1OC,-12%,-8%,-1.1%,-4%
COCc1cc(C)n(CC(=O)NC(C)c2ccccc2)c(=O)c1C#N (stereo not drawn),-4%,3%,0.6%,12%
O=C(NCC(=O)N(Cc1ccccc1)C(C(=O)NC1CCCC1)c1ccco1)c1ccco1 (stereo not drawn),11%,7%,0.5%,-4%
CCN(Cc1ccccc1)S(=O)(=O)c1ccc(C(=O)Nc2nnc(-c3ccccc3OC)o2)cc1,-2%,-15%,-0.5%,13µM*
Cc1cc(C(F)F)n2nc(C(=O)Nc3cc(Cl)ccc3C)nc2n1,1%,-9%[10.9 µM],-8.0%,23%
CCC(=O)N1CCc2cc(Br)cc(S(=O)(=O)N3CCCC(C(=O)NCc4ccccc4)C3)c21 (stereo not drawn),1%,-6%[10.9 µM],-0.6%,7%
CCOC(=O)C1CCCN(S(=O)(=O)c2ccc3c(c2)CCCN3C(C)=O)C1 (stereo not drawn),-3%,-9%[10.9 µM],2.2%,-13%
CCOC(=O)c1nnn(-c2nonc2N)c1CN(C)C1CCCCC1,?,-6%,-1.6%,4%
COc1ccc(C2CC(=O)c3cc(-c4nc(-c5cccc([N+](=O)[O-])c5)cs4)c(=O)n(-c4cccc(C)c4)c3C2)cc1 (stereo not drawn),13%,-7%[10.9 µM],3.4%,14%
CCC(CC)C(=O)Nc1cc(C)cc(C)c1,10%,1%,-2.0%,11%
CCCn1nc(C(=O)Nc2cccc(C(=O)OC)c2)c2ccccc2c1=O,-5%,-19%,?,-11%
CCOc1ccc(C(=O)Nc2nnc(SCc3cc(=O)n4ccccc4n3)s2)cc1,-5%,1%[10.9 µM],-0.8%,?
CCOC(=O)C(C(=O)Nc1ccccn1)C1CCCCC1 (stereo not drawn),1%,5%,0.7%,6%
CC(=O)NC(Cc1ccccc1F)C(=O)NC1CCN(C(=O)c2cnccn2)CC1 (stereo not drawn),-10%,-3%,1.0%,-10%
O=C(O)CCCn1nc(C(F)(F)F)c2c1CCCCC2,-8%,5%,-0.5%,-1%
Cc1ccc(CNC(=O)c2cnc(N3CCCC3)nc2C)cc1,5%,-7%[10.9 µM],-1.1%,-13%
N#Cc1c(C(F)(F)F)cc(-c2cccs2)nc1SCC(=O)Nc1cccc(C(F)(F)F)c1,-23%,-1%[10.9 µM],?,?
COc1ccc(OC2CCN(S(=O)(=O)c3cccc(F)c3)CC2)cc1,-4%,14%[10.9 µM],3.2%,-17%
COc1ccc(NCC(=O)Nc2ccc(Cl)cc2C)c(OC)c1,-13%,-8%,?,-12%
O=C(CSC1=Nc2ccccc2C2=NC(CC(=O)NCc3ccco3)C(=O)N12)NCC1CCCO1 (stereo not drawn),0%,-13%,1.3%,3%
COCCNC(=O)CN(C(=O)CCC(=O)Nc1ccccn1)c1ccc(F)cc1,10%,1%,3.9%,-6%
O=C1CC(N2CCN(c3nc4ccccc4s3)CC2)C(=O)N1c1ccc(F)cc1 (stereo not drawn),-3%,-8%,6.0%,5%
CCCCn1cnc2c1c(=O)n(C)c(=O)n2C,25%,·,-1.5%,0%

# 6 neighbouring entries already listed, quoted:
SMILES,p53ts 32C kill,Peg3 imprint,IkB sig inh,p53ts 39C tox
COc1ccc(OC2CCN(S(=O)(=O)c3cccc(F)c3)CC2)cc1,-4%,14%[10.9 µM],3.2%,-17%
COc1ccc(NCC(=O)Nc2ccc(Cl)cc2C)c(OC)c1,-13%,-8%,?,-12%
O=C(CSC1=Nc2ccccc2C2=NC(CC(=O)NCc3ccco3)C(=O)N12)NCC1CCCO1 (stereo not drawn),0%,-13%,1.3%,3%
COCCNC(=O)CN(C(=O)CCC(=O)Nc1ccccn1)c1ccc(F)cc1,10%,1%,3.9%,-6%
O=C1CC(N2CCN(c3nc4ccccc4s3)CC2)C(=O)N1c1ccc(F)cc1 (stereo not drawn),-3%,-8%,6.0%,5%
CCCCn1cnc2c1c(=O)n(C)c(=O)n2C,25%,·,-1.5%,0%

# New compounds follow.
SMILES,p53ts 32C kill,Peg3 imprint,IkB sig inh,p53ts 39C tox
Cc1ccc(S(=O)(=O)CC2CSc3nnc(C)c(=O)n32)cc1 (stereo not drawn),2%,-14%,-1.4%,3%
O=C(CN1C(=O)CCSc2ccccc21)Nc1ccc2c(c1)OCO2,-6%,·,·,-3%
COc1cccc(C(=O)NCc2cccnc2)c1,-5%,·,·,1%
CN(C)c1ccc(C(CC(=O)c2ccccc2)C2CCCCC2=O)cc1 (stereo not drawn),21%,·,·,-14%
Cc1cc(Cl)ccc1OCc1nc(-c2ccc(O)cc2)n[nH]1,7%,-10%,10%,-1%
COc1ccc(CNc2nc(-c3ccoc3)nc3ccccc23)c(OC)c1,5%,-26%,0.1%[11.4 µM],5%
Cc1nccn1-c1ccc(C(F)(F)F)cc1NC=O,-3%,0%,-0.5%,0%
O=C(NC1CCN(Cc2ccccc2)CC1)C1COc2ccccc2O1 (stereo not drawn),3%,·,-4.0%,4%
CCc1nnc(SCc2ccc(OC)c(Br)c2)n1N,7%,1%,2.6%,11%
Cc1ccc(N2CCN(Cc3nnc(-c4ccccc4F)o3)CC2)c(C)c1,0%,-9%[10.9 µM],?,-11%
Cc1cccc(N(C)c2nc3ccc(C)cc3n3cnnc23)c1,2%,9%[10.9 µM],?,6%
COc1ccc(C)cc1NC(=O)CSc1nnc(-c2ccc(OC)c(OC)c2)n1N,6%,-10%,-2.3%,5%
CCCCn1nnnc1NCc1ccc(N2CCCC2)cc1,-5%,-11%,-0.2%,1%
Cc1ccc(C(=O)NCC(=O)OCC(=O)c2c(N)n(C)c(=O)n(C)c2=O)s1,-4%,-6%,0.8%,6%
CS(=O)(=O)N1CCc2ccccc2C1,-5%,·,·,-4%
CC(C)c1ccc(NC(=O)NC2CCCCC2)cc1,?,-16%,0.0%,-21%
CCc1nn(CCCC(=O)NCc2ccc(OC(C)C)cc2)c(=O)c2cc3occc3n12,1%,-10%[10.9 µM],0.9%,-21%
COC(=O)c1ccc(NC(=O)Cn2c(=O)oc3ccccc32)cc1,-3%,-2%[10.9 µM],-0.2%,-3%
COCC(C)N=CC1=C(O)CC(C)(C)CC1=O (stereo not drawn),-4%,-6%,2.6%,6%
CCC1=C(OC(=O)N(CC)CC)N2C(=O)OC(=NCCc3c[nH]c4ccccc34)[C@]2(Cc2ccccc2)[C@H]2C1=CC[C@H]1C(=O)N(CC(=O)OC)C(=O)[C@H]12,19%,-11%,·,10%
O=c1cc(CN2CCN(Cc3ccccc3)CC2)c2cc(Cl)ccc2o1,6%,-23%,1.7%,8%
O=C(Nc1ccc(C(F)(F)F)cc1)C1(c2cccs2)CCOCC1,-6%,13%[10.9 µM],1.9%,14%
Cc1cc(C)c2c(n1)SCCN2C(=O)Nc1ccc(C(=O)Nc2cc(Cl)ccc2C)cc1,-2%,8%[10.9 µM],?,-1%
Cc1ccc(-n2c(=O)c3oc4ccccc4c3n(Cc3cccc(F)c3)c2=O)cc1C,9%,-13%[10.9 µM],?,-5%
CCOc1cc(C)c(S(=O)(=O)Nc2ccc(Cl)cn2)cc1C,-1%,-15%,0.0%,-2%
COc1ccc(N2C(=O)CC(N3CCN(S(=O)(=O)c4c(F)cccc4F)CC3)C2=O)cc1OC (stereo not drawn),12%,13%,0.1%,1%
O/N=C1/CC/C(=N\O)c2nn(-c3ccccc3)nc21,-18%,·,·,-20%
